# Compound activity: PubChem BioAssay, Sanford-Burnham Center for Chemical Genomics
# XIAP displacement = small molecules displacing peptide from XIAP – biochemical, IAP family, fluorescence polarization (AID 1018); XIAP BIR domain, fluorescence polarization peptide displacement; higher % means a stronger effect; displacement, % at 20 µM; hits with a dose series show IC50 in µM; 200,000 compounds, 0.007% hits; in the data active = displacement above about 50%; note: a part of the inactive calls stands beside numbers as strong as those of hits
# KOR beta-arrestin-1 = KOR antagonists, beta-arrestin recruitment, cell-based, luminescence, uHTS (AID 1778); KOR beta-arrestin recruitment, luminescence, antagonist mode; higher % means a stronger effect; inhibition, % at 10 µM; hits with a dose series show IC50 in µM; 290,000 compounds, 0.091% hits; note: strong numbers were not always called active
# human PMI inhibition = inhibitors of human PMI, primary screen, biochemical, fluorescence intensity, coupled assay (AID 1209); purified PMI enzyme, coupled fluorescence intensity; higher % means a stronger effect; 190,000 compounds, 0.42% hits; inhibition, % at 20 µM; hits with a dose series show IC50 in µM;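 note: plate controls were DMSO vehicle for no effect and wells lacking substrate for full effect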
# HEK293 NOD2/NF-kB = inhibition of NOD2-driven NF-kB reporter – cell-based, luminescence, uHTS, HEK293 (AID 1566); HEK293 NOD2/NF-kB luciferase reporter, luminescence; higher % means a stronger effect; inhibition, % at 4 µM; hits with a dose series show EC50 in µM; 290,000 compounds, 0.63% hits; note: many of its hits are not listed in these tables
# PMI inhibition = human PMI inhibitors, high substrate, primary screen, biochemical, fluorescence intensity, high mannose 6-phosphate (AID 1220). 190,000 compounds, 0.66% hits. inhibition, % at 20 µM, or IC50 in µM where a hit was titrated. recombinant PMI enzyme, coupled fluorescence intensity; higher % means a stronger effect
# LYP inhibition = inhibitors of LYP phosphatase, biochemical, fluorescence intensity, uHTS (AID 1779) | recombinant LYP phosphatase, fluorescence intensity; higher % means a stronger effect | 290,000 compounds, 0.054% hits | inhibition, % at 11.5 µM; hits with a dose series show IC50 in µM;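 note: plate controls were vehicle with enzyme for no effect and no enzyme for full effect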
# KOR beta-arrestin-2 = KOR agonists, beta-arrestin recruitment, primary screen, cell-based, luminescence, uHTS (AID 1777). 280,000 compounds, 0.02% hits. activation, % at 10 µM, or EC50 in µM where a hit was titrated. KOR beta-arrestin recruitment, luminescence; higher % means a stronger effect; in the data active = activation above about 50%, passing the limit was not always enough; note: a part of the inactive calls stands beside numbers as strong as those of hits
# NOD1 inhibition = inhibition of NOD1-driven NF-kB reporter – cell-based, luminescence, uHTS, primary screen (AID 1578). NOD1-driven NF-kB luciferase reporter cells, luminescence; higher % means a stronger effect. one-dose inhibition, % at 4 µM; EC50 in µM for titrated hits. 290,000 compounds, 1% hits; in the data active = inhibition mostly above about 36%, no sharp cut-off; inactive = mostly below about 34%;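 note: HEK-293T reporter cells stimulated with the NOD1 agonist gamma-tri-DAP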
# TNAP activation fold = human TNAP enzyme activators, primary screen, biochemical, luminescent, no phosphate acceptor, uHTS (AID 1001); purified TNAP, luminescent activation assay, no phosphate acceptor; higher activation fold means a stronger effect; activation fold at 20 µM; hits with a dose series show EC50 in µM; 200,000 compounds, 0.03% hits; in the data active = activation fold from about 3, or a potency from the dose series; inactive = the rest, 99 in 100 with activation fold below about 1.6; note: many of its hits are not listed in these tables
# * marks the source's active call; other numbers are inactive results; nt = not tested or not shown; [ ] = dose if it differs, or a comment. Cut-off read from the data, not from the text of the source, unless noted: active = inhibition above about 50%; inactive = the rest.
entry	XIAP displacement	KOR beta-arrestin-1	human PMI inhibition	HEK293 NOD2/NF-kB	PMI inhibition	LYP inhibition	KOR beta-arrestin-2	NOD1 inhibition	TNAP activation fold	Structure
1	-0.6%	-18%	15%	7%	10%	7%	6.9%	18%	1.1	Cc1ccc(Nc2cc(C)nc3c(C)ccc([N+](=O)[O-])c23)cc1
2	-13%	-78%	-4%	11%	-12%	-3%	-0.2%	22%	1.1	CC1=C(C(=O)NCc2ccco2)C2(CCC(C)CC2)OC1=O (stereo not given)
3	-0.8%	-4%	4%	-20%	0%	-8%	-2.4%	4%	1.1	CC(C)NC(=O)NCCCCCCS(C)=O (stereo not given)
4	-4.7%	0%	-33%	-5%	-8%	-4%	-0.2%	-62%	1	C/C(=N/Nc1ccc(Cl)cc1)c1cnnc(-c2ccccc2)n1
5	-9.2%	-66%	2%	12%	-13%	5%	2.3%	22%	1	COc1ccc(Cl)cc1C(=O)NNC(=S)NC(=O)c1cc(-c2ccccc2)nc2ccccc12
6	-3.1%	-15%	10%	-6%	10%	6%	-1.3%	28%	1	CC1(C)CC(=O)C2=C(C1)N=c1s/c(=C/c3ccc(F)c(F)c3)c(=O)n1C2c1ccc(F)cc1 (stereo not given)
7	nt	-54%	nt	-6%	nt	-10%	3.7%	-4%	nt	CCOC(=O)c1c(S(=O)(=O)N2CCc3ccccc32)c(C)n(C)c1C
8	0.9%	9%	-4%	17%	-6%	-6%	-3.8%	-26%	1.1	Cc1cc(Cl)ccc1NC(=O)CCC(=O)O
9	nt	-4%	nt	-11%	nt	-8%	7.3%	-7%	nt	Cc1ccc(C)c(C(=O)Cn2c(NCCO)nc3ccccc32)c1
10	nt	2%	nt	4%	nt	-11%	-2.0%	-15%	nt	COCC(=O)N1CCC(n2nccc2NC(=O)CCOc2ccccc2)CC1
11	-0.8%	20%	-8%	-28%	-2%	-4%	-5.8%	81%*	1.1	O=C(CCC(=O)NCCCc1ccccc1)NCCCc1ccccc1
12	-1.3%	-5%	15%	4%	26%	-1%	7.8%	45%	1.2	O=c1c2ccccc2c(/C=N/c2ncn[nH]2)c(O)n1Cc1ccccc1
13	nt	-18%	nt	-5%	nt	-2%	2.3%	-34%	nt	CC(c1ccccc1)N1CC(C(=O)Nc2nccs2)CC1=O (stereo not given)
14	nt	11%	nt	10%	nt	-5%	-7.7%	-2%	nt	COC(=O)c1ccc(COc2ccc(F)cc2)o1
15	-6.3%	-12%	4%	10%	8%	-2%	7.5%	-21%	1	CC(C)CNC(=O)COc1ncnc2sccc12
16	nt	-23%	nt	20%	nt	-8%	-1.0%	-5%	nt	CCN1CCN(C(=O)Cn2ncc3c([nH]c4ccccc43)c2=O)CC1
17	-5.6%	nt	0%	2%	-3%	-2%	nt	-7%	1.1	Cn1c(=O)c2ncn(CC(=O)NCCOc3ccccc3)c2n(C)c1=O
18	nt	-16%	nt	-3%	nt	-7%	0.8%	-38%	nt	Cc1cccc(N/C(=N/S(=O)(=O)c2ccccc2)c2ccccc2)n1
19	-4.4%	17%	-3%	2%	-3%	-10%	-4.1%	11%	1.1	CCOC(=O)CNC(=O)c1cn(C)c(=O)c2cc(OC)c(OC)cc12
20	2.6%	14%	11%	-11%	9%	2%	-2.4%	-16%	0.8	O=C(CC(SCCO)c1ccc2c(c1)OCO2)c1ccco1 (stereo not given)
21	-2.8%	-8%[20 µM]	-8%	-14%	-7%	1%	2.3%	-24%	1	CN(C)S(=O)(=O)Oc1ccccc1C(=O)Nc1ccc(F)cc1
22	-52%	-16%	6%	6%	5%	-4%	16%	-3%	1.1	CC1=C(C(=O)OC(C)(C)C)C(c2cccs2)NC(=O)N1 (stereo not given)
23	-8.6%	-32%	0%	7%	-5%	-1%	5.6%	-18%	0.9	CCOC(=O)C1CCN(C(=O)CN(c2ccc(OC)cc2)S(=O)(=O)c2c(C)nn(C)c2C)CC1
24	-2.4%	-77%	7%	-7%	-1%	-3%	-0.3%	13%	1.1	CCC(=O)Nc1nnc(Cc2ccccc2)s1
25	nt	-15%	nt	44%	nt	-6%	-3.5%	5%	nt	COc1ccc(OC)c(CCNC(=O)c2cccc(NC(=O)C3=C(C)OCCS3)c2)c1

# 17 structures out of the list, arranged by molar mass, low to high:
entry	XIAP displacement	KOR beta-arrestin-1	human PMI inhibition	HEK293 NOD2/NF-kB	PMI inhibition	LYP inhibition	KOR beta-arrestin-2	NOD1 inhibition	TNAP activation fold	Structure
8	0.9%	9%	-4%	17%	-6%	-6%	-3.8%	-26%	1.1	Cc1cc(Cl)ccc1NC(=O)CCC(=O)O
3	-0.8%	-4%	4%	-20%	0%	-8%	-2.4%	4%	1.1	CC(C)NC(=O)NCCCCCCS(C)=O (stereo not given)
14	nt	11%	nt	10%	nt	-5%	-7.7%	-2%	nt	COC(=O)c1ccc(COc2ccc(F)cc2)o1
15	-6.3%	-12%	4%	10%	8%	-2%	7.5%	-21%	1	CC(C)CNC(=O)COc1ncnc2sccc12
22	-52%	-16%	6%	6%	5%	-4%	16%	-3%	1.1	CC1=C(C(=O)OC(C)(C)C)C(c2cccs2)NC(=O)N1 (stereo not given)
1	-0.6%	-18%	15%	7%	10%	7%	6.9%	18%	1.1	Cc1ccc(Nc2cc(C)nc3c(C)ccc([N+](=O)[O-])c23)cc1
13	nt	-18%	nt	-5%	nt	-2%	2.3%	-34%	nt	CC(c1ccccc1)N1CC(C(=O)Nc2nccs2)CC1=O (stereo not given)
20	2.6%	14%	11%	-11%	9%	2%	-2.4%	-16%	0.8	O=C(CC(SCCO)c1ccc2c(c1)OCO2)c1ccco1 (stereo not given)
16	nt	-23%	nt	20%	nt	-8%	-1.0%	-5%	nt	CCN1CCN(C(=O)Cn2ncc3c([nH]c4ccccc43)c2=O)CC1
12	-1.3%	-5%	15%	4%	26%	-1%	7.8%	45%	1.2	O=c1c2ccccc2c(/C=N/c2ncn[nH]2)c(O)n1Cc1ccccc1
19	-4.4%	17%	-3%	2%	-3%	-10%	-4.1%	11%	1.1	CCOC(=O)CNC(=O)c1cn(C)c(=O)c2cc(OC)c(OC)cc12
18	nt	-16%	nt	-3%	nt	-7%	0.8%	-38%	nt	Cc1cccc(N/C(=N/S(=O)(=O)c2ccccc2)c2ccccc2)n1
17	-5.6%	nt	0%	2%	-3%	-2%	nt	-7%	1.1	Cn1c(=O)c2ncn(CC(=O)NCCOc3ccccc3)c2n(C)c1=O
7	nt	-54%	nt	-6%	nt	-10%	3.7%	-4%	nt	CCOC(=O)c1c(S(=O)(=O)N2CCc3ccccc32)c(C)n(C)c1C
25	nt	-15%	nt	44%	nt	-6%	-3.5%	5%	nt	COc1ccc(OC)c(CCNC(=O)c2cccc(NC(=O)C3=C(C)OCCS3)c2)c1
6	-3.1%	-15%	10%	-6%	10%	6%	-1.3%	28%	1	CC1(C)CC(=O)C2=C(C1)N=c1s/c(=C/c3ccc(F)c(F)c3)c(=O)n1C2c1ccc(F)cc1 (stereo not given)
5	-9.2%	-66%	2%	12%	-13%	5%	2.3%	22%	1	COc1ccc(Cl)cc1C(=O)NNC(=S)NC(=O)c1cc(-c2ccccc2)nc2ccccc12

# Continued.
entry	XIAP displacement	KOR beta-arrestin-1	human PMI inhibition	HEK293 NOD2/NF-kB	PMI inhibition	LYP inhibition	KOR beta-arrestin-2	NOD1 inhibition	TNAP activation fold	Structure
26	-0.1%	8%	7%	14%	8%	-4%	-5.1%	-15%	1	Cc1ccc(C)c(CSc2nnc(CCN)o2)c1
27	-5.3%	0%	-6%	1%	-12%	6%	2.7%	-8%	1.1	CCOc1ccc(/C(O)=C2/C(=O)C(=O)N(c3cc(C)on3)C2c2ccc(C(=O)OC)cc2)cc1 (stereo not given)
28	-9.9%	8%	-1%	17%	-2%	-2%	-3.2%	-6%	1.1	CCOC(=O)N1CCC(c2cc(=O)n3[nH]c(C)c(-c4ccc(F)cc4)c3n2)CC1
29	-12%	7%	9%	-8%	17%	0%	14%	-21%	1.1	CCOC(=O)C(=O)Nc1ccc([N+](=O)[O-])cc1OC
30	nt	-10%	nt	-19%	nt	-11%	6.8%	12%	nt	NC(=O)c1cccnc1Oc1ccc(Cl)cc1
31	-5.7%	4%	6%	7%	-2%	-24%	1.0%	12%	1.1	COC(=O)C1=CNC=C(C(=O)OC)C1c1ccccc1Cl
32	nt	9%	nt	2%	nt	-7%	-0.9%	-22%	nt	CC(=O)Nc1ccc(NC(=O)C2CCN(C(=O)C3CC(=O)N(c4ccc(C)cc4)C3)CC2)cc1 (stereo not given)
33	-4.1%	5%	0%	24%	19%	-4%	-8.2%	5%	1.1	Cc1ccc(-c2nnc(SCC(=O)Nc3nc4c(s3)CCCC4)n2C)cc1
34	-3.6%	14%	6%	18%	0%	3%	-4.2%	-18%	1	Cc1cccc(C)c1NC(=O)CNc1ncnc2sc(C)c(C)c12
35	-4.8%	-4%[20 µM]	14%	3%	48%	-6%	nt	-5%	1.1	CC1(C)CC(=O)C2=C(C1)OC(N)=C(C#N)C2c1ccccc1[N+](=O)[O-] (stereo not given)
36	nt	-23%	nt	9%	nt	2%	-2.7%	-7%	nt	C=CCOC(=O)/C(=C/c1cccnc1)NC(=O)c1ccccc1
37	1.2%	-28%	8%	14%	12%	-3%	-2.4%	-16%	1.1	O=C(NC1CCCc2c1cnn2-c1ccc(F)cc1F)c1cnccn1 (stereo not given)
38	-2.1%	19%	16%	7%	8%	-6%	-4.0%	-17%	1.1	N#Cc1c2c(nc(N)c1-c1ccccc1)CCCCC2
39	-4.0%	-11%	6%	-2%	10%	2%	0.1%	-2%	1.1	COc1cc2c(cc1OC)C(c1ccc3c(c1)OCO3)C1=C(CC(C)(C)CC1=O)N2 (stereo not given)
40	-3.1%	0%	1%	15%	-5%	3%	-0.8%	9%	1	Cc1ccccc1NC(=S)NCc1ccc2c(c1)OCO2
41	-0.1%	-13%	-3%	6%	-2%	-4%	2.5%	-4%	1.1	CC(=O)NCCC(=O)Nc1cccc(S(=O)(=O)N(C)c2ccccc2)c1
42	1.2%	-27%	9%	8%	2%	8%	4.1%	7%	0.8	COC(=O)c1ccc(N2CCC(c3cc(-c4ccc(OC)cc4)n[nH]3)CC2)c([N+](=O)[O-])c1
43	1.1%	-3%	10%	12%	7%	-7%	-1.4%	-1%	1.1	O=S(=O)(N1CCOCC1)N1CCCN(S(=O)(=O)N2CCOCC2)CC1
44	nt	13%	nt	6%	nt	-10%	0.6%	-8%	nt	NC(=O)CN1C(=O)C(=O)N(Cc2ccccc2Cl)C1=O
45	-4.1%	13%	16%	-4%	4%	-4%	-4.3%	-32%	1.1	CSCCC(NC(=O)C1CCC(C)CC1)C(=O)NCCN1CCC(C)CC1 (stereo not given)
46	nt	nt	nt	-24%	nt	0%	4.6%	8%	nt	Cc1cc(C(=O)N/N=C/c2ccc([N+](=O)[O-])cc2)c2ccccc2n1
47	nt	7%	nt	-5%	nt	-4%	-1.5%	-32%	nt	Cc1cccc(NC(=O)c2ccc(S(=O)(=O)N3CCOCC3)cc2)c1C
48	-6.0%	-1%	-3%	1%	10%	-5%	1.3%	8%	0.9	Cc1cc(C)c2c(N=CN(C)C)c(C(=O)N3CCN(c4ncccn4)CC3)sc2n1

# Not all compounds are listed. The share of hits here may be higher or lower than overall.
